# GAA inh: qHTS Assay for Inhibitors of Human alpha-Glucosidase as a Potential Chaperone Treatment of Pompe Disease | Lysosomal alpha-glucosidase (Homo sapiens), P10253 | purified human GAA, 4-MU-alpha-glucoside fluorescence | Potency, µM (doses to about 76.9 µM), for inactives: top-dose activity change, negative = inhibition, actives largely listed as inhibitors | actives 0.005% (n = 200,000) | AID 1466, 2008;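 further: plate controls were uninhibited enzyme wells for no effect and no-enzyme background for full effect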
#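 Fluorescence at Ex 365/Em 440 nm from 4-methylumbelliferone reported enzyme activity after 20 min at room temperature. Reactions used 4 nM enzyme and 400 uM substrate at pH 5.0; curves fitted with the Hill equation.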
# Tau fluor cs: Counterscreen qHTS for Inhibitors of Tau Fibril Formation, Fluorescence Polarization | tau K18 P301L Alexa594 fluorescence, heparin fibrillization | Potency, µM (doses to about 57.7 µM), for inactives: top-dose activity change, negative = decrease | actives 0.93% (n = 280,000) | AID 1463, 2008; further: on the % scale 0 is the no-effect control and ±100 the full control effect; nearly all actives have a fitted effect of over 55% in size
#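 Human tau K18 P301L (15 uM unlabeled, 0.24 uM Alexa 594-labeled) in 100 mM sodium acetate pH 7 with 20 uM heparin, 6 hr at 37 C. ThT 30 uM added, 1 hr ambient; Alexa 594 FP and total fluorescence read at 555/632 nm.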
# Tau fibril FP: qHTS for Inhibitors of Tau Fibril Formation, Fluorescence Polarization. Potency, µM (doses to about 57.7 µM), for the others: at the highest dose activity, negative = inhibition, actives largely listed as inhibitors. K18 P301L tau heparin fibrillization, Alexa594 FP, 6 h. actives 0.39% (n = 280,000). AID 1468, 2008; further: on the % scale 0 is the no-effect control and ±100 the full control effect; nearly all actives have a fitted effect of over 55% in size
# Target sequence (P10636 561-689 P618L limits assumed): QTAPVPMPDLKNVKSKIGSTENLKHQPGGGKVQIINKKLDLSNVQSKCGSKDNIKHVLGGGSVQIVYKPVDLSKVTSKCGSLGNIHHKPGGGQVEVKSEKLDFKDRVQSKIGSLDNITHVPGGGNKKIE
#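 Quantitative HTS format: compounds meet 15 uM recombinant K18 P301L tau and Alexa 594-tau tracer in 100 mM sodium acetate pH 7; 20 uM heparin triggers fibrillization at 37 C over 6 hr; FP gives the signal.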
# GAA glycogen mod: qHTS Assay for Inhibitors and Activators of Human alpha-Glucosidase Cleavage of Glycogen; Potency, µM (titrated, usually from 76.4 µM), without a hit: at the top dose activity change, negative = inhibition, most hits filed as inhibitors; recombinant GAA, glycogen substrate, Amplex Red glucose oxidase fluorescence; Lysosomal alpha-glucosidase (Homo sapiens), P10253; actives 0.38% (n = 300,000);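 further: 0% = full enzyme reaction and -100% = no-enzyme basal signal; the screen sought inhibitors and activators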
#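 Natural-substrate format: glycogen cleavage by 4 nM human enzyme, glucose read by Amplex Red coupling (Ex 573, Em 610 nm). Normalized to enzyme and no-enzyme controls.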
# GLA spleen mod: qHTS Assay for Inhibitors and Activators of Human alpha-Galactosidase From Spleen Homogenate; Potency, µM (top dose mostly 80 µM), without a hit: top-dose activity change, negative = inhibition, usual class: inhibitors; actives 0.008% (n = 240,000); human spleen homogenate, 4MU-alpha-Gal fluorescence, 40 min;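 further: 0% = enzyme with vehicle and -100% = no enzyme basal signal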
# Target sequence (P06280 32-429 limits assumed): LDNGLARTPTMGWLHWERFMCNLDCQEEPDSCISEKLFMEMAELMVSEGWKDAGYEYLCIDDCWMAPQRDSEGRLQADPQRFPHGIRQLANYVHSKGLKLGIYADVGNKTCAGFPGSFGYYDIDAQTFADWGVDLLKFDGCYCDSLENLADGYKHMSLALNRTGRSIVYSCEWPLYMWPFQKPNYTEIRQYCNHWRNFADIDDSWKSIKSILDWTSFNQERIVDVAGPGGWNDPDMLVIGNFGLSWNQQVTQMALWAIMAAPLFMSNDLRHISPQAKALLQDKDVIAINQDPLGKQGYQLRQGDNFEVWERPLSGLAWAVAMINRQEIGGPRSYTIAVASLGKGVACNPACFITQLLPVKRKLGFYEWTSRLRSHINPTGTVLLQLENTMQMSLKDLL
#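 qHTS titration in buffer at pH 5.0. Alpha-galactosidase activity in spleen homogenate was measured via 4-methylumbelliferone release from 1 mM fluorogenic substrate after 40 min at 37C and a pH 10 stop. AC50 came from Hill fits of control-normalized data.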
# HTT ATP protect: qHTS Multiplex Assay to Identify Dual Action Probes in a Cell Model of Huntington: Cytoprotection (ATP). PC12 HTT-Q103 induced, cytoprotection, ATP luminescence, 40 h. Potency, µM (series often up to 56.4 µM), for the others: cytoprotection (ATP increase), hits mostly activators. actives 0.14% (n = 230,000). AID 1471, 2008;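 further: % of control where 0% means no effect; nearly all actives have a fitted effect of over 45% in size; toxic huntingtin expression switched on by the ecdysone agonist tebufenozide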
#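 Compounds were screened for protection of PC12 cells against cell death after tebufenozide induction (100 nM final) of mutant Huntingtin exon 1 (Q103) fused to GFP.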
# Tau ThT inhib: qHTS for Inhibitors of Tau Fibril Formation, Thioflavin T Binding; Microtubule-associated protein tau (Homo sapiens), P10636; recombinant tau K18 P301L, heparin-induced fibrillization, ThT fluorescence; Potency, µM (doses to about 57.4 µM), without a hit: at the top dose activity, negative = inhibition, usual class: inhibitors; actives 2.1% (n = 270,000); further: on the % scale 0 is the no-effect control and ±100 the full control effect; nearly all actives have a fitted effect of over 55% in size
#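 ThT emission at 510 nm, taken 1 hr after adding 30 uM dye, quantifies aggregates formed when 20 uM heparin acts on human tau K18 P301L for 6 hr at 37 C.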
# GAA spleen mod: qHTS Assay for Inhibitors and Activators of Human alpha-Glucosidase From Spleen Homogenate; Lysosomal alpha-glucosidase (Homo sapiens), P10253; human spleen homogenate, 4-MU-alpha-glucoside fluorescence; Potency, µM (top dose mostly 79.9 µM), inactives show top-dose activity change, negative = inhibition, most hits filed as inhibitors; actives 0.006% (n = 240,000); AID 2112, 2009;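 further: 0% = enzyme with vehicle and -100% = no enzyme basal signal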
#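 Human spleen homogenate (1 ug) with 4-methylumbelliferyl-alpha-D-glucopyranoside (1 mM final) in 50 mM citrate/phosphate pH 5.0, 0.01% Tween-20; 40 min at 37 C. Stopped at pH 10; 4-MU fluorescence Ex 365/Em 440 nm; AC50 by Hill fit.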
# The depositor's hits bear a star; u = inconclusive; x = not tested or not shown; & = joins results of further samples; [ ] = dose if it differs, or a comment. The call rests on the fitted dose curve; in most records, active means well fitted curve in the direction sought with a large enough effect; inconclusive means small, poorly fitted or top-dose-only effect, or another doubt; inactive means no such curve, though single readings can be large; an effect the other way counts as inactive or inconclusive. Potency means the concentration at half of the fitted maximal effect.
# Assay codes: A = GAA inh; B = Tau fluor cs; C = Tau fibril FP; D = GAA glycogen mod; E = GLA spleen mod; F = HTT ATP protect; G = Tau ThT inhib; H = GAA spleen mod
COc1ccc(/C=C/C(=O)c2ccc(Cl)cc2)c(OC)c1
  A = 0%	B = -11%	C = 3%	D = 0%	E = -3%	F = 2%	G = u	H = -5%
COc1ccccc1C(CCNS(=O)(=O)c1ccc(C)cc1)c1ccco1 (stereo unspecified)
  A = u	B = -25%	C = -3%	D = -3%	E = -1%	F = 5%[10 µM]	G = -11%	H = 0%
Cc1ccnc(SCc2cc(=O)c(OC(=O)c3ccc(Cl)c([N+](=O)[O-])c3)co2)n1
  A = -9%	B = -1%	C = -3%	D = 0%	E = -1%	F = x	G = 5%	H = -7%
CC(=O)NC(CC(=O)OCC(=O)c1c(N)n(C)c(=O)n(C)c1=O)c1ccccc1 (stereo unspecified)
  A = -5%	B = 10%	C = 2%	D = 1%	E = 0%	F = -5%[10 µM]	G = 2%	H = -4%
COc1ncnc2c1NC1=C(S2)C(=NCCC(=O)O)CC(C)(C)C1
  A = 7%	B = -7%	C = -3%	D = u	E = 5%	F = 9%	G = -13%	H = -7%
CC(C)CNc1ncnc2c1cnn2Cc1ccc(Cl)cc1
  A = x	B = -16%	C = 0%	D = 8%	E = -12%	F = 4%[10 µM]	G = 0%	H = -6%
O=C(O)C(O)C(O)c1nc2ccccc2[nH]1 (stereo unspecified)
  A = 6%	B = -1%	C = 3%	D = 7%	E = -9%	F = -16%	G = 2%	H = -5%
O=C(NCCn1cc(SCc2ccc(F)cc2)c2ccccc21)c1c(F)cccc1F
  A = -3%[15.4 µM]	B = u	C = -2%&-14%	D = 2%[76.3 µM]	E = -2%	F = x	G = u	H = 1%
Cc1ccccc1NCCNc1ccccc1C
  A = -8%	B = u	C = 13%	D = 24%	E = 0%	F = u	G = u	H = 0%
O=C(Nc1ccccc1CC[N+](=O)[O-])N1CCN(c2ccccc2)CC1
  A = u	B = -20%	C = -10%	D = -14%	E = -4%	F = -20%	G = u	H = 0%
CCc1ccc(S(=O)(=O)Nc2cc3c(C(=O)OCc4ccccc4)c(C)oc3c3ccccc23)cc1
  A = x	B = -18%	C = -9%	D = -16%[76.3 µM]	E = x	F = x	G = -4%	H = x
Cc1ccc(C(=O)COC(=O)c2cc(-c3ccccc3)nc3ccccc23)cc1C
  A = x	B = -16%	C = u	D = -6%[76.3 µM]	E = x	F = x	G = -7%	H = x
O=C(NCCC1=CCCCC1)c1ccc([N+](=O)[O-])cc1
  A = 0%	B = -15%	C = u	D = 2%	E = -3%	F = -8%[10 µM]	G = u	H = -3%
Cc1cc(-c2cc(-c3ccc(Cl)cc3)on2)nc(NCC2CC2)n1
  A = x	B = 6%	C = -4%	D = 2%	E = -3%	F = -6%[10 µM]	G = 10%	H = 1%
O=C(Nc1ccccn1)c1ccc(CN(c2ccccc2)S(=O)(=O)c2ccccc2)cc1
  A = -12%	B = u	C = -8%	D = -6%	E = 3%	F = x	G = -4%	H = 4%

# Shown bar-delimited: part of the list above
Structure | GAA inh | Tau fluor cs | Tau fibril FP | GAA glycogen mod | GLA spleen mod | HTT ATP protect | Tau ThT inhib | GAA spleen mod
COc1ncnc2c1NC1=C(S2)C(=NCCC(=O)O)CC(C)(C)C1 | 7% | -7% | -3% | u | 5% | 9% | -13% | -7%
CC(C)CNc1ncnc2c1cnn2Cc1ccc(Cl)cc1 | x | -16% | 0% | 8% | -12% | 4%[10 µM] | 0% | -6%
O=C(O)C(O)C(O)c1nc2ccccc2[nH]1 (stereo unspecified) | 6% | -1% | 3% | 7% | -9% | -16% | 2% | -5%
O=C(NCCn1cc(SCc2ccc(F)cc2)c2ccccc21)c1c(F)cccc1F | -3%[15.4 µM] | u | -2%&-14% | 2%[76.3 µM] | -2% | x | u | 1%

# Next section:
# Assay codes: A = GAA inh; B = Tau fluor cs; C = Tau fibril FP; D = GAA glycogen mod; E = GLA spleen mod; F = HTT ATP protect; G = Tau ThT inhib; H = GAA spleen mod
CCn1nnc(NC(=O)COc2cc(C)ccc2C(C)C)n1
  A = 0%	B = -5%	C = -2%	D = -2%	E = 1%	F = -1%[0.074 µM]	G = -5%	H = -6%
Cc1ccc2oc(=O)c3cnn(CC(=O)N(CCN(C)C)Cc4ccco4)c3c2c1
  A = -24%	B = -7%	C = 8%	D = 11%	E = 2%	F = -13%	G = -12%	H = 3%
Clc1ccc(-c2ccc(/C=N/Nc3nncc(-c4ccccc4)n3)o2)cc1
  A = -7%	B = -27%	C = -3%	D = x	E = 3%	F = -17%	G = 2.2µM*	H = 5%
COc1cc(CSc2ncn[nH]2)c(OC)cc1CSc1ncn[nH]1
  A = -7%	B = -14%	C = -8%	D = 5%	E = 1%	F = -3%	G = -7%	H = -3%
Cc1c(N/C=C/C(=O)c2ccc(Cl)cc2)c(=O)n(-c2ccccc2)n1C
  A = -3%	B = -11%	C = 9%	D = 14µM*	E = -8%	F = 5%	G = u	H = -11%
Cc1cc(=O)oc2cc(OCc3ccc(C(=O)OCC(=O)NC4CCS(=O)(=O)C4)cc3)ccc12 (stereo unspecified)
  A = x	B = -19%	C = -18%	D = -4%	E = 7%	F = 3%[10 µM]	G = u	H = 0%
Cc1c(C(=O)c2ccccc2)c2ccccn2c1CCc1ccccn1
  A = -4%	B = -11%	C = -2%	D = -20%	E = -2%	F = -40%[inhibitor]	G = u	H = -6%
CCCCN1C(=O)Nc2ccccc2S1(=O)=O
  A = u	B = -12%	C = 6%	D = 10%	E = -11%	F = -18%[10 µM]	G = -9%	H = 0%
O=C(NCC1CCCO1)c1onc(CSc2ccc(F)cc2)c1C(=O)O (stereo unspecified)
  A = 0%	B = -6%	C = -2%	D = 22%	E = -2%	F = -2%	G = -14%	H = -4%
O=C(O)c1cc(Sc2ccc(Br)cc2)nc2ccccc12
  A = -7%	B = -5%	C = 0%	D = -13%	E = 6%	F = 0%	G = -5%	H = -1%
COc1ccc(NC2CS(=O)(=O)CC2NCc2ccco2)cc1 (stereo unspecified)
  A = -2%	B = -12%	C = 1%	D = u	E = -4%	F = 28%	G = -16%	H = -17%
CC12CN3CCN(CC(C3)C1(O)CN1CCOCC1)C2 (stereo unspecified)
  A = u	B = -5%	C = -6%	D = 7%	E = -8%	F = 14%[10 µM]	G = -5%	H = -1%
Oc1ccccc1C1N=C(c2ccccc2)NC(c2ccccc2)=N1
  A = -18%	B = -25%	C = 2%	D = -2%	E = 8%	F = -7%	G = -8%	H = 3%
CN1CCN(C(=S)c2cn(CCOc3ccccc3)c3ccccc23)CC1
  A = -3%	B = -22%	C = 4%	D = -4%	E = 0%	F = -20%	G = -14%	H = 2%
COc1ccc([N+](=O)[O-])cc1NC(=O)CSc1nccc(C)n1
  A = 3%	B = -22%	C = 7%	D = 11%	E = -1%	F = 28%[10 µM]	G = u	H = 1%
C/C=C/c1ccc(Oc2nnnn2-c2ccc(C(=O)O)cc2)c(OC)c1
  A = -2%	B = 9%	C = 7%	D = -3%	E = 8%	F = 4%	G = -3%	H = 1%
C=CCOc1nc2c(c(=O)n(C)c(=O)n2C)n1Cc1c(Cl)cccc1Cl
  A = 8%	B = -1%	C = 8%	D = -1%	E = 4%	F = -26%	G = -5%	H = 0%
c1ccc(-c2nnc3ccc(N4CCCC4)nn23)cc1
  A = 0%	B = -6%	C = -3%	D = -2%	E = 2%	F = -1%[10 µM]	G = -13%	H = -5%
CCc1noc(C)c1C(=O)N1CCCC(C(=O)c2cc(F)ccc2OC)C1 (stereo unspecified)
  A = -2%	B = -2%	C = -3%	D = 1%	E = 6%	F = -4%[10 µM]	G = -1%	H = 4%
O=C(Nc1ccc(F)cc1F)c1ccc2c(O)c(S(=O)(=O)c3ccc(Cl)cc3)c(=O)[nH]c2c1
  A = x	B = 7%	C = 1%	D = 14%[76.3 µM]	E = x	F = x	G = 11%	H = x
CCOc1ccccc1CNC(=O)c1oc2c(c1C)-c1[nH]ncc1CC2
  A = x	B = -13%	C = 0%	D = -8%[76.3 µM]	E = x	F = x	G = -19%	H = x
CC1(C)CC(Nc2ccc(Nc3ccccc3)cc2)CC(C)(C)N1
  A = -11%	B = 28µM*[quencher]	C = u	D = 4%	E = 4%	F = -9%&-13%[10 µM]	G = u	H = -4%
CCOC(=O)c1ccc(Oc2nc(N(C)C)nc(N(C)C)n2)cc1
  A = -2%	B = -14%	C = 0%	D = 0%	E = 1%	F = -9%	G = -16%	H = -3%
CN1CCN(C(=O)c2cc3nc(-c4ccccc4)cc(C(F)(F)F)n3n2)CC1
  A = -1%	B = 5%	C = 2%	D = 7%	E = -2%	F = 5%[0.074 µM]	G = 5%	H = -10%
Cn1c(SCC(=O)NCc2ccco2)nnc1-c1c[nH]c2ccccc12
  A = 7%	B = -16%	C = 8%	D = u	E = 3%	F = -35%	G = u	H = 9%
CCCc1nc2ccccc2c2nc(N)nn12
  A = 7%	B = -4%	C = -3%	D = -10%	E = -25%	F = -18%	G = -3%	H = -2%
O=C1C2CC=CCC2C(=O)N1c1n[nH]c(CCc2ccccc2)n1 (stereo unspecified)
  A = -2%	B = -5%	C = u	D = 7%	E = 3%	F = -4%	G = -13%	H = 2%

# Two compounds from above, limited to GLA spleen mod and Tau ThT inhib.
Structure,GLA spleen mod,Tau ThT inhib
C=CCOc1nc2c(c(=O)n(C)c(=O)n2C)n1Cc1c(Cl)cccc1Cl,4%,-5%
c1ccc(-c2nnc3ccc(N4CCCC4)nn23)cc1,2%,-13%

# From PubChem BioAssay
